# 12-hLO inh: qHTS Assay for Inhibitors of 12-hLO (12-human lipoxygenase) | Polyunsaturated fatty acid lipoxygenase ALOX12 (Homo sapiens), P18054 | purified 12-hLO, xylenol orange hydroperoxide absorbance | Potency, µM (doses to about 57.1 µM), for inactives: at the top dose activity change, negative = inhibition, actives largely listed as inhibitors | 150,000 compounds, 0.12% hits | AID 1452, 2008; also: potency is read from the fitted curve at half-maximal effect; nearly all actives have a fitted effect of over 55% in size; many of its hits are not listed in these tables
#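 Lipoxygenase turnover measured by absorbance at 573 and 405 nm after Fe-XO development. Human 12hLO 150 nM, arachidonate 40 uM, pH 7.0 Hepes buffer with detergent; 15 min compound preincubation, 30 min reaction.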
# PNC assembly inh: High Content Assay for Compounds that inhibit the Assembly of the Perinucleolar Compartment; 140,000 compounds, 3.1% hits; activity change (PNC), negative = inhibition, % at 10 µM; AID 2417, 2010; PC3M PTB-GFP, PNC prevalence imaging, 16 h; active compounds read low;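 active = readout at or below -70, meaning at least 70% loss of cells showing the perinucleolar compartment, a nuclear body marking cancer cells; inconclusive = readout between -30 and a set limit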;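 also: plate controls were DMSO wells for no effect and camptothecin positive control wells for full effect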
#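 PC3M cells stably expressing PTB-GFP, 750–1000 cells/well, treated 16 h at 37 °C with compound (23 nl of library stock), in duplicate. After paraformaldehyde fixation and Hoechst stain, imaged at 20x; PNC prevalence scored by image analysis.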
# ALOX15B inhib: qHTS Assay for Inhibitors of 15-hLO-2 (15-human lipoxygenase 2); purified 15hLO-2, xylenol orange hydroperoxide absorbance; 110,000 compounds, 0.56% hits; Potency, µM (series often up to 57.1 µM), without a hit: at the top dose activity change, negative = inhibition, usual class: inhibitors; also: potency is read from the fitted curve at half-maximal effect; nearly all actives have a fitted effect of over 60% in size; many of its hits are not listed in these tables
# Target sequence (O15296 whole entry, looked up): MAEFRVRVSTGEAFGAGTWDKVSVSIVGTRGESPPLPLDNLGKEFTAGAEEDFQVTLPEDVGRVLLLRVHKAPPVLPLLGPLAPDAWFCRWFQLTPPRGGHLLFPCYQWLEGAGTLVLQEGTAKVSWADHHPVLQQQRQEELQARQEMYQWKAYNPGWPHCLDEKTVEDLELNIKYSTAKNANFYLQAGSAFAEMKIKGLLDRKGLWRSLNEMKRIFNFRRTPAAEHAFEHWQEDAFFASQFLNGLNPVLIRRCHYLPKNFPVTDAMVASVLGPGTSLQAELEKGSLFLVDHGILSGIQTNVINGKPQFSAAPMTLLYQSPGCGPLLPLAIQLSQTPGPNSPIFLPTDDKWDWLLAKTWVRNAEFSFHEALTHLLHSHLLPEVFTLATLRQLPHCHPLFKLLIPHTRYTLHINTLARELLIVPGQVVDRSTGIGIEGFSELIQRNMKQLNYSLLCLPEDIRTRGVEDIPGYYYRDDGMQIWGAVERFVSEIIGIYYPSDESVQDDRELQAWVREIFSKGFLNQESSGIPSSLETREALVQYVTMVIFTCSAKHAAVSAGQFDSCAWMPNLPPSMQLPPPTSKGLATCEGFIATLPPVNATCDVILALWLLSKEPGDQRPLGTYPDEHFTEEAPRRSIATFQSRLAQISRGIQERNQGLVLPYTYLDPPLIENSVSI
#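 Read-out: hydroperoxide product oxidises ferrous iron, measured as xylenol orange complex via the 573-to-405 nm absorbance ratio after 30 min. Reaction: 50 nM enzyme, 15 min compound preincubation, 45 uM arachidonic acid, 90 min RT, Hepes pH 7.5 with Triton X-100.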
# IMPase cell inh: qHTS Assay for Identifying the Cell-Membrane Permeable IMPase Inhibitors | Inositol monophosphatase 1 (Rattus norvegicus), P97697 | CHO-M1 cells, IP1 accumulation, HTRF TR-FRET ratio | inhibition (IP1 accumulation), % at 46.1 µM | 120,000 tested, under 10 active; active = well fitted curve in the direction sought with a large enough effect in the signal ratio, not every such curve was filed as active; inconclusive = small, poorly fitted or top-dose-only effect, or a change in a side signal; inactive = no such curve, though single readings can be large or run the other way; the % refers to the signal ratio;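 also: cells stimulated with carbachol in lithium chloride buffer; plate controls were DMSO basal wells for no effect and reference inhibitor wells for full effect; higher means more IMPase inhibition seen as more IP1 and lower FRET ratio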
# Target sequence (P97697 whole entry, looked up): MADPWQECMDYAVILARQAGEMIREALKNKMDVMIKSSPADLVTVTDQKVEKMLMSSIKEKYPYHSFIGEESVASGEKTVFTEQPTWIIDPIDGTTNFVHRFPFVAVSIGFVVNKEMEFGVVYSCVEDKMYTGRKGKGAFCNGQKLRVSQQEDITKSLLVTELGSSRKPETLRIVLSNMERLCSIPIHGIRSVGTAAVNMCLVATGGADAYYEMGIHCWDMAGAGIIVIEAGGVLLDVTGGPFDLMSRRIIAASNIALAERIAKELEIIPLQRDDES
#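 Carbachol-driven Gq signalling in CHO-M1 cells (2000/well) generates IP1. Compounds that block IMPase raise IP1 and so reduce the FRET signal from Eu-anti-IP1 and d2-IP1 after a 10 min room-temperature lysis.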
# * marks the source's active call; other numbers are inactive results; ? = inconclusive; nt = not tested or not shown; & = joins results of further samples; [ ] = dose if it differs, or a comment. Unless noted, calls follow the shape of the dose curve; as a rule, active = well fitted curve in the direction sought with a large enough effect; inconclusive = small, poorly fitted or top-dose-only effect, or another doubt; inactive = no such curve, though single readings can be large; an effect the other way counts as inactive or inconclusive. Unless noted, % is scaled to controls: 0 for no effect and ±100 for the full control effect.
12-hLO inh	PNC assembly inh	ALOX15B inhib	IMPase cell inh	canonical_smiles
-9%	?	-4%	0	CC1CC(N(C(=O)c2ccco2)c2ccccc2)c2ccccc2N1 (stereo not drawn)
-6%	-27	-1%	7	COCC(C)n1c(COc2ccccc2F)nnc1SCc1c(C)noc1C (stereo not drawn)
-5%	-6	1%	12	CCOc1ccc(OCCCCN2CCCC2)cc1
-6%	-9	nt	nt	CCCS(=O)(=O)N1CCN(Cc2ccc([N+](=O)[O-])cc2)CC1
-2%	24	3%	3	CN(C)c1ccc(/C=N/NC(=O)CN(c2cccc(Cl)c2)S(C)(=O)=O)cc1Br
-4%	61	-23%	-3	CCOc1ccc(Nc2oc(-c3ccc(Cl)cc3)nc2C#N)cc1
3%	13	3%	6	COc1ccc(N2C(=O)CC(Nc3ccc(C)cc3)C2=O)cc1 (stereo not drawn)
0%	?	-3%	14	Cc1nn(CC(=O)Nc2sc3c(c2C#N)CCC(C(C)(C)C)C3)c(C)c1[N+](=O)[O-] (stereo not drawn)
3%	?	-12%	2	O=C(Oc1ccc(/C=N/NC(=O)c2ccccc2O)cc1)c1ccccc1
2%	?	nt	nt	COc1ccc2nc(SCC(=O)NC3CCCc4ccccc43)[nH]c2c1 (stereo not drawn)
-5%	?	nt	-10	NC(=O)c1ccc(-n2nc(C(F)(F)F)c3c2CCCC3)cc1
0%	62	nt	2	CCn1c(CC(C)C)n[nH]c1=S
-1%	15	nt	nt	Cc1cccc(NC(=O)c2ccc(NCCc3ccccc3)c([N+](=O)[O-])c2)c1
3%	?	-1%	2	COc1ccc(CN(C(=O)c2cccs2)c2nccs2)cc1OC
-2%	?	-9%	6	CC(C)CC(=O)Nc1cccc(-c2nc3ccccc3o2)c1
1%[11.4 µM]	nt	0%[11.4 µM]	nt	C[C@@H](CCC(=O)O)C(=O)O
1%	-18	nt	6	COc1ccc(NC(=O)c2cccs2)cc1
-22%	-12	-10%	?	Oc1ccc(Cl)cc1-c1cc(-c2ccccc2)n[nH]1
1%[11.4 µM]	nt	-7%[11.4 µM]	nt	Nc1[nH]c(=S)[nH]c(=O)c1N=Nc1c(Br)cc(S(N)(=O)=O)cc1Br
1%	?	2%	1	CCOC(=O)Nc1cc(C(=O)OCC)c(C)nc1C
-14%	-13	0%	7	Cn1c(=O)c(C(=O)Nc2ncccc2O)c(O)c2ccccc21
-3%	48	3%	7	COC(=O)c1cn(CC(=O)NCc2ccco2)c2ccccc12
3%	?	-2%	-8	Cc1nc(N2CCOCC2)[nH]c(=O)c1CCC(C)C
2%	20	nt	nt	Cc1nn(-c2ccc([N+](=O)[O-])cc2)c2c1C(c1cccc(Br)c1)N1C(=N2)C(=O)Nc2ccccc21 (stereo not drawn)

# A different layout for two compounds above.
Structure,12-hLO inh,PNC assembly inh,ALOX15B inhib,IMPase cell inh
COCC(C)n1c(COc2ccccc2F)nnc1SCc1c(C)noc1C (stereo not drawn),-6%,-27,-1%,7
Cc1nc(N2CCOCC2)[nH]c(=O)c1CCC(C)C,3%,?,-2%,-8

# Further compounds.
12-hLO inh	PNC assembly inh	ALOX15B inhib	IMPase cell inh	canonical_smiles
-1%	-5	nt	nt	COc1ccc(CN(CCC(c2ccccc2)C2CCOC(C)(C)C2)C(C)=O)cc1 (stereo not drawn)
-1%	-12	nt	nt	Cc1cc(C)nc(NS(=O)(=O)c2ccc(N/C=C/C(=O)c3ccc(Cl)c(Cl)c3)cc2)n1
5%	61	-10%	6	CCOC(=O)c1cnn(-c2cc(C)nc3c(-c4ccc(Cl)cc4)c(C)nn23)c1N
-1%	13	-14%[11.4 µM]	-4[1.84 µM]	COC(=O)c1c(-c2ccncc2)csc1NC(=O)c1ccoc1C
-13%	-11	nt	nt	C=CCN1C(c2ccc(Br)cc2)=CS/C1=C(/C#N)c1nnc(N2CCOCC2)n1-c1ccccc1
2%	?	-1%	9	Cc1cccc(C)c1OCC(=O)N/N=C/c1ccc2c(c1)OCO2
-1%	?	-6%	-13	C=CCn1c(COc2ccccc2)nnc1SCC(=O)Nc1ccc2c(c1)OCCO2
-2%	-113*	nt	nt	Cc1nn(C)c(C)c1CNC(=O)/C=C/c1ccccc1F
2%	-1	1%	3	Cc1csc(NC(=O)c2ccco2)n1
2%	?	-2%	5	COc1ccc2cc(C(=O)NCc3ccco3)c(=O)oc2c1
4%	?	nt	nt	CSc1cccc(NC(C)=O)c1
-2%	nt	1%	4	CCCCCCCCC(=O)NCc1cc(OC)c(O)cc1I
7%	-9	1%	2	CC(=Nc1ccc(C)c(C)c1)C1=C(O)CCC1=O
-5%	-17	48%[activator]	-12	COc1cccc(OCC(O)CN2CCC(Cc3ccccc3)CC2)c1 (stereo not drawn)
-12%	-3	7%	-3	COc1ccc(-c2noc(CCCOc3ccc(Cl)cc3Cl)n2)cc1
-5%	?	nt	6	N#CCCn1cc(C(CC(=O)c2ccccc2)C(=O)O)c2ccccc21 (stereo not drawn)
-3%	-21	-1%	-9	COc1ccc(-n2nc(C(=O)N3CCCCC3)c3ccccc3c2=O)cc1
3%[11.4 µM]	nt	-3%[11.4 µM]	nt	COc1ccc2c(c1)[n+]([O-])c(/C(C)=N/NC(N)=S)c(C)[n+]2[O-]
-2%	?	nt	nt	C=CCC1(C#N)C(=S)NC2=C(C(=O)CC(C)(C)C2)C1c1ccc(Br)cc1 (stereo not drawn)
-1%	17	nt	nt	COc1ccc(OC)c(NC(=O)c2cnc(Nc3ccccc3OC)c3ccccc23)c1
-2%	-12	-2%	-1	COc1cc(OC)c(Nc2cc(C)nc3nc(C)nn23)cc1Cl
3%	128	14%	-3	N/C(=N\OC(=O)c1ccc(Cl)c(Cl)c1)c1ccccn1
0%	-20	-2%	-2	O=C(OCC(=O)N1CCN(C(=O)c2ccco2)CC1)c1ccccc1C(=O)c1ccccc1
-5%&-1%	-29	-2%	nt	COC(=O)[C@@]1(Cc2ccc(F)cc2)[C@H]2c3cc(C(=O)N(C)C)n(Cc4ccccc4)c3C[C@H]2CN1C(=O)c1ccccc1
-2%	54	nt	nt	Fc1ccccc1Sc1ccccc1CNC1=NCCN1
-6%	-17	-11%	3	CC(C)CC(=O)Nc1ccc2oc(-c3ccncc3)nc2c1
3%	?	7%[11.4 µM]	0[1.84 µM]	CCOC(=O)CSc1ncc(OC)c(=O)[nH]1
1%	nt	-7%	nt	OC1c2ccccc2-c2nc3ccccc3cc21 (stereo not drawn)
0%	?	4%	2	CS(=O)(=O)N(Cc1ccccc1)c1ccc(C(=O)NCc2ccccc2)cc1
0%	4	nt	2	CC(C(=O)Nc1cc([N+](=O)[O-])ccc1Cl)N1CCN(c2ccccc2)CC1 (stereo not drawn)
-10%	20	0%	3	Cc1ccc(S(=O)(=O)Nc2ccc(S(=O)(=O)NC(C)(C)C)cc2)cc1
1%	112	nt	4	CN(C)CCCN(C(=O)c1cc2ccccc2oc1=O)c1nc2c(F)cccc2s1
-4%	-13	-5%	-2	COC(=O)c1cc2ccccc2c(=O)s1
2%	38	3%	4	O=C(c1ccccc1C(=O)N1CCN(c2ccc(F)cc2)CC1)N1CCN(c2ccc(F)cc2)CC1
?	-10	25µM*	-3	N#Cc1cc2c([nH]c1=S)CCCCCC2
1%	-16	12%	-1	Cn1cnnc1SC(C(=O)Nc1cccc(C(F)(F)F)c1)c1ccccc1 (stereo not drawn)
0%	?	8%	-12	COCCCNC(=O)c1ccc(N(C)S(C)(=O)=O)cc1
-5%	-27	-4%	-18	CCO/C(C)=C1\C(=O)Nc2ccccc21
10%	40	3%	2	COC(=O)c1cc(-c2ccc(OC)c(OC)c2)n[nH]1
1%	2	3%	7	CCOC(=O)C1CCN(S(=O)(=O)Cc2ccccc2)C1=O (stereo not drawn)
-3%	?	8%	4	CCn1c(SCC(=O)Nc2nc(-c3ccc(C)cc3)cs2)nnc1-c1ccccc1O
-2%[25.6 µM]	nt	3%[25.6 µM]	1[20.6 µM]	CC(=O)N(CC(O)CN(C(C)=O)c1c(I)c(C(=O)NC[C@@H](O)CO)c(I)c(C(=O)NC[C@@H](O)CO)c1I)c1c(I)c(C(=O)NC[C@@H](O)CO)c(I)c(C(=O)NC[C@@H](O)CO)c1I
0%	-4	nt	nt	CN1CCC(=NNc2ncnc3sc4c(c23)CCCC4)CC1
6%	9	7%	-1	COC(=O)C(NC(=O)c1ccccc1)=C(C)C
-7%	16	nt	nt	CC(=O)Nc1ccc(NC(=O)COC(=O)C2(c3ccc(Cl)cc3)CCCC2)cc1
-6%	8	4%	-1	Cc1cccc(N2CCN(C(=O)CCn3c(=O)[nH]c4ccccc4c3=O)CC2)c1C
0%[0.00818 µM]	nt	19%[0.0915 µM]	nt	Brc1ccc(C2=NCCC(c3ccccc3)O2)cc1 (stereo not drawn)
-10%	?	-22%[11.4 µM]	5[1.84 µM]	S=C(Nc1ccccc1)Nc1ccc(OCc2ccc(Cl)cc2Cl)cc1

# Quoted at random: 5 compounds from above.
12-hLO inh	PNC assembly inh	ALOX15B inhib	IMPase cell inh	canonical_smiles
-6%	-17	-11%	3	CC(C)CC(=O)Nc1ccc2oc(-c3ccncc3)nc2c1
-6%	-27	-1%	7	COCC(C)n1c(COc2ccccc2F)nnc1SCc1c(C)noc1C (stereo not drawn)
0%[0.00818 µM]	nt	19%[0.0915 µM]	nt	Brc1ccc(C2=NCCC(c3ccccc3)O2)cc1 (stereo not drawn)
3%[11.4 µM]	nt	-3%[11.4 µM]	nt	COc1ccc2c(c1)[n+]([O-])c(/C(C)=N/NC(N)=S)c(C)[n+]2[O-]
0%	-20	-2%	-2	O=C(OCC(=O)N1CCN(C(=O)c2ccco2)CC1)c1ccccc1C(=O)c1ccccc1

# Continued.
12-hLO inh	PNC assembly inh	ALOX15B inhib	IMPase cell inh	canonical_smiles
0%	?	-2%	12	CN(c1ccc(OCc2nnc(-c3ccccc3)o2)cc1)S(=O)(=O)c1ccccc1
-8%	-13	nt	nt	O=S(=O)(c1ccc(NC(=S)N/N=C/c2ccc(N3CCOCC3)cc2)cc1)N1CCOCC1
-8%	4	-5%	-2	Cc1ccc(S(=O)(=O)/N=C(\Sc2ccccc2)c2ccccc2)cc1
-3%	0	7%	-12	COc1cccc(Cn2nnc(C(=O)NCCc3ccc(Cl)cc3)c2N)c1
-11%	-11	-5%	5	O=[N+]([O-])c1cc(/C=N\Nc2nccs2)ccc1O
-18%	26	-2%	-2	CCOc1cc(C2NC(=O)NC(O)(C(F)(F)F)C2C(=O)c2ccc(Cl)cc2)ccc1O (stereo not drawn)
-3%	6	-3%	-2	O=C(CSC1CCCCC1)Nc1nccs1
-1%	?	nt	-1	NC(=S)N/N=C/c1coc2cc(Cl)ccc2c1=O
-4%	nt	-20%	nt	Cc1ccc(CNC(=O)C2(CC(C)C)C=CCN2C(=O)c2ccccc2)o1 (stereo not drawn)
-4%	58	-14%	?	CC(=O)C(N=Nc1ccccc1)(Sc1nnc(-c2ccccc2)n1-c1ccccc1)C(C)=O
-3%	12	nt	nt	Cc1ccc(Cl)cc1NC(=O)c1ccc(Cn2cc(Cl)cn2)cc1
-1%	-1	5%	5	CCC(C)OC(=O)C(C)Oc1ccc(-c2ccccc2)cc1 (stereo not drawn)

# Taken from the listing (three entries):
12-hLO inh	PNC assembly inh	ALOX15B inhib	IMPase cell inh	canonical_smiles
-4%	58	-14%	?	CC(=O)C(N=Nc1ccccc1)(Sc1nnc(-c2ccccc2)n1-c1ccccc1)C(C)=O
-3%	12	nt	nt	Cc1ccc(Cl)cc1NC(=O)c1ccc(Cn2cc(Cl)cn2)cc1
-1%	-1	5%	5	CCC(C)OC(=O)C(C)Oc1ccc(-c2ccccc2)cc1 (stereo not drawn)

# These rows are one share of the data. The share of hits here may be higher or lower than overall.
